High-throughput results as filed in PubChem BioAssay.
ROS inducer: ROS inducers in U2OS cancer cells, primary screen, cell-based, H2DCF-DA fluorescence. U2OS ROS induction. ROS induction (% of piperlongumine), % at 10 µM. hit rate 2% among 46,000. AID 624156, 2012; in the data active means ROS induction above about 79%, passing the limit was not always enough; inconclusive means no clear call, values can overlap the other calls;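 further: 0% = DMSO vehicle median and 100% = reference compound median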
Active calls of the source: *; u = inconclusive. An excerpt, so the mix of outcomes need not match the whole.

SMILES | ROS inducer
C[C@@H]1CCCCO[C@H](CN(C)S(=O)(=O)c2cccs2)[C@@H](C)CN([C@H](C)CO)C(=O)c2cc(NC(=O)c3ccccc3)ccc2O1 | 12
C[C@@H]1CCCCO[C@@H](CN(C)C(=O)Nc2cccc3ccccc23)[C@@H](C)CN([C@H](C)CO)C(=O)c2cc(NC(=O)Nc3ccc4c(c3)OCO4)ccc2O1 | 19
COc1ccc(NC(=O)N(C)C[C@H]2Oc3ccc(NS(=O)(=O)c4ccc(F)cc4)cc3C(=O)N([C@@H](C)CO)C[C@H]2C)cc1 | -11
C/C=C1/[C@H](O[C@@H]2O[C@H](CO)[C@@H](O)[C@H](O)[C@H]2O)OC=C(C(=O)OC)[C@H]1CC(=O)OCCc1ccc(O)c(O)c1 | 5
Cc1cc(C(=O)NCc2nc(-c3ccccc3)no2)ccc1[N+](=O)[O-] | -16
C[C@@H]1CN([C@H](C)CO)C(=O)Cc2cc(NS(=O)(=O)c3cccs3)ccc2O[C@H]1CN(C)Cc1ccc(Oc2ccccc2)cc1 | u
c1ccc(-c2ccnc(-c3cc(-c4ccccc4)ccn3)c2)cc1 | 7
O=C(Nc1ccccc1O)C1=C[C@H](c2coc3ccccc3c2=O)C[C@H](OCCCCO)O1 | 1
COc1cc2c(ccc3cc(OC)c(OC)c(O)c32)cc1O | -5
Nc1cccc(C2OCCCO2)c1 | -14
Cc1nc(SCC(=O)c2ccc3c(c2)OCCO3)c2c3c(sc2n1)CCC3 | 6
Cc1ccc(NC(=O)COc2ccc(Cl)c(C)c2)c([N+](=O)[O-])c1 | -2
C[C@H](CO)N1C[C@H](C)[C@H](CN(C)S(=O)(=O)c2cn(C)cn2)Oc2c(NC(=O)C3CCOCC3)cccc2C1=O | 1
Cc1ncc(NS(=O)(=O)c2ccc(NC(=O)NC3CCCCC3)cc2)c(C)n1 | -8
Nc1nc(SCC(=O)Nc2ccccc2C(F)(F)F)[nH]c(=O)c1-c1ccccc1 | -1
CCc1cccc2c3c([nH]c12)C(CC)(CC(=O)O)OCC3 (centres undefined) | -6
O=C(Nc1ccc2nn(-c3ccccc3)nc2c1)C(F)(F)F | 16
C[C@@H]1CN([C@@H](C)CO)C(=O)Cc2cc(NC(=O)Nc3ccc(F)cc3)ccc2O[C@@H]1CN(C)Cc1ccc(C(=O)Nc2ccccc2N)cc1 | u
Cc1ccc(S(=O)(=O)N(C)C[C@@H]2Oc3ncc(-c4cccc(F)c4)cc3C(=O)N([C@H](C)CO)C[C@@H]2C)cc1 | 9
O=C1/C(=C/c2ccc(-c3nn[nH]n3)cc2)C(c2ccccc2)Oc2ccccc21 (centres undefined) | 28
COc1ccc(NC(=O)N(C)C[C@@H]2Oc3ccc(NS(=O)(=O)c4ccccc4)cc3C(=O)N([C@@H](C)CO)C[C@H]2C)cc1 | 7
C[C@H]1CN([C@@H](C)CO)C(=O)c2cc(NC(=O)Cn3cnnn3)ccc2O[C@@H]1CN(C)C(=O)Nc1cccc2ccccc12 | -6
CN(Cc1ccccc1)C(=O)CCc1ccccc1 | -4
CC1(C)OC(=O)C(=Cc2cccn2-c2ccc(C(F)(F)F)cc2)C(=O)O1 | 24
Cc1noc(C)c1S(=O)(=O)N(C)C[C@@H]1OCc2cnnn2CCCC(=O)N([C@@H](C)CO)C[C@@H]1C | 11
CCOC(=O)c1cc(S(=O)(=O)N2CCCC2)cn1C | 13
CCc1ccc(OCC(=O)Nc2cccnc2)c(Br)c1 | -8
Cc1cccc(C)c1NC(=O)CN1CCN(CCCC(c2ccc(F)cc2)c2ccc(F)cc2)CC1 | 22
C[C@H](CO)N1C[C@H](C)[C@H](CN(C)S(=O)(=O)c2ccccc2)Oc2ccc(NS(=O)(=O)c3ccc(F)cc3)cc2C1=O | 6
Cc1noc(C)c1S(=O)(=O)N(C)C[C@@H]1Oc2c(NS(=O)(=O)c3ccc(F)cc3)cccc2C(=O)N([C@H](C)CO)C[C@@H]1C | 1

Random excerpt: 7 records from the list
SMILES | ROS inducer
CCOC(=O)c1cc(S(=O)(=O)N2CCCC2)cn1C | 13
CN(Cc1ccccc1)C(=O)CCc1ccccc1 | -4
Cc1noc(C)c1S(=O)(=O)N(C)C[C@@H]1Oc2c(NS(=O)(=O)c3ccc(F)cc3)cccc2C(=O)N([C@H](C)CO)C[C@@H]1C | 1
O=C1/C(=C/c2ccc(-c3nn[nH]n3)cc2)C(c2ccccc2)Oc2ccccc21 (centres undefined) | 28
Cc1cccc(C)c1NC(=O)CN1CCN(CCCC(c2ccc(F)cc2)c2ccc(F)cc2)CC1 | 22
CCc1ccc(OCC(=O)Nc2cccnc2)c(Br)c1 | -8
CCc1cccc2c3c([nH]c12)C(CC)(CC(=O)O)OCC3 (centres undefined) | -6

4 entries from above in a different format.
CCOC(=O)c1cc(S(=O)(=O)N2CCCC2)cn1C
- ROS inducer: 13
CCc1ccc(OCC(=O)Nc2cccnc2)c(Br)c1
- ROS inducer: -8
Cc1cccc(C)c1NC(=O)CN1CCN(CCCC(c2ccc(F)cc2)c2ccc(F)cc2)CC1
- ROS inducer: 22
C[C@H](CO)N1C[C@H](C)[C@H](CN(C)S(=O)(=O)c2ccccc2)Oc2ccc(NS(=O)(=O)c3ccc(F)cc3)cc2C1=O
- ROS inducer: 6

Structural class, the entries above containing an aryl thioether with sulfur outside any ring
SMILES | ROS inducer
Cc1nc(SCC(=O)c2ccc3c(c2)OCCO3)c2c3c(sc2n1)CCC3 | 6
Nc1nc(SCC(=O)Nc2ccccc2C(F)(F)F)[nH]c(=O)c1-c1ccccc1 | -1

Next section:
SMILES | ROS inducer
COC(=O)C1=C(C)NC(=O)C1(NS(=O)(=O)c1ccc(C)cc1)C(F)(F)F (centres undefined) | -9
O=C(OCCCN1C(=O)c2ccccc2C1=O)c1ccc(Cl)cc1Cl | -9
O=C(CSc1ccc(-c2cccnc2)nn1)c1ccc(F)cc1 | 4
C[C@@H]1CCCCO[C@@H](CN(C)S(=O)(=O)c2ccc(Cl)cc2)[C@@H](C)CN([C@H](C)CO)C(=O)c2cc(NC(=O)Cc3ccccc3)ccc2O1 | u
COc1ccc(S(=O)(=O)N(C)C[C@H]2Oc3ccc(NC(=O)C4CC4)cc3CC(=O)N([C@H](C)CO)C[C@H]2C)cc1 | -6
O=c1c(-c2ccccc2)coc2cc(OCc3ccccc3F)ccc12 | -12
O=S(=O)(Cc1ccccc1)/C1=C(\N2CCOCC2)CCCCCC1 | 0
Cc1ccc(S(=O)(=O)Nc2ccc3c(c2)CC(=O)N([C@H](C)CO)C[C@@H](C)[C@@H](CN(C)Cc2ccccc2)O3)cc1 | 6
CCn1c(SCC(=O)c2cccc([N+](=O)[O-])c2)nnc1-c1ccco1 | 8
CC(Oc1ccccc1)C(=O)NC1CCCC1 (centres undefined) | 2
C[C@@H]1CN([C@H](C)CO)C(=O)Cc2cc(NC(=O)C3CC3)ccc2O[C@@H]1CN(C)C(=O)Nc1cccc2ccccc12 | 14
COc1ccccc1NC(=O)C1=C(C)Nc2nc(CCCO)nn2C1c1cccnc1 (centres undefined) | -24
CCOc1ccccc1NC(=O)CSc1nc2ccccc2c(=O)n1-c1cccc(C(F)(F)F)c1 | u
N#Cc1c(SCC(=O)Nc2ccc(F)cc2Cl)nc2c(c1C(F)(F)F)CCCCC2 | 5
COc1ccc(NC(=O)N(C)C[C@@H]2Oc3ccc(NS(=O)(=O)c4c(C)noc4C)cc3CC(=O)N([C@H](C)CO)C[C@H]2C)cc1 | -6
CCOC(=O)c1cnc(N2CCOCC2)nc1N | 29
COc1ccc(NC(=O)Nc2ccc3c(c2)C(=O)N([C@H](C)CO)C[C@@H](C)[C@@H](CN(C)Cc2ccc(Cl)c(Cl)c2)O3)cc1 | 16
CC(=O)N(Cc1ccccc1)c1ccccn1 | -8
COc1cccc(NC(=O)Cn2c3ccccc3c3nc(=O)cc(C)n32)c1 | -7
C[C@@H]1CCCCO[C@@H](CN(C)S(=O)(=O)c2cn(C)cn2)[C@@H](C)CN([C@H](C)CO)C(=O)c2cc(NC(=O)c3ccncc3)ccc2O1 | -5
Cc1noc(C)c1NC(=O)N(C)C[C@H]1Oc2ccc(NS(=O)(=O)c3cn(C)cn3)cc2C(=O)N([C@H](C)CO)C[C@@H]1C | -3
COC(=O)c1sc(=S)n(C)c1C | 4
CNC[C@H]1Oc2ccc(NC(=O)c3ccncc3)cc2CC(=O)N([C@@H](C)CO)C[C@H]1C | 0
C[C@@H]1CN([C@H](C)CO)C(=O)c2cc(NC(=O)Nc3ccc(C(F)(F)F)cc3)ccc2O[C@@H]1CN(C)Cc1ccc(C(=O)Nc2ccccc2N)cc1 | 44
CCOc1ccccc1OCC(=O)Nc1ccccc1C(=O)O | -4
COc1ccc(-c2cc(=O)[nH]c(SCC(=O)Nc3ccc(Oc4ccccc4)cc3)n2)cc1 | -19
C[C@@H]1CN([C@@H](C)CO)C(=O)c2cc(NS(=O)(=O)c3cccs3)ccc2O[C@H]1CN(C)Cc1ccc(Cl)c(Cl)c1 | 42
O=C(CCCn1sc2ccccc2c1=O)NC1CCCc2ccccc21 (centres undefined) | -1
CC(NC(=O)/C=C/C(=O)O)C(=O)NC(C(=O)NC(Cc1c[nH]c2ccccc12)C(=O)O)C(C)c1c[nH]c2ccccc12 (centres undefined) | -6
CCC(C)Cn1c(CCCO)nc2ccccc21 (centres undefined) | 41
COc1ccc(CN(C)C[C@H]2OCCCC[C@@H](C)Oc3ccc(NS(=O)(=O)c4cccs4)cc3C(=O)N([C@H](C)CO)C[C@@H]2C)cc1 | -3
N=C(N)SCCc1ccc(OCc2ccc([N+](=O)[O-])cc2)cc1 | -18
COc1ccc(CN(C)C[C@H]2Oc3ccc(NC(=O)Nc4ccc(C(F)(F)F)cc4)cc3C(=O)N([C@H](C)CO)C[C@@H]2C)cc1 | 19
CNC[C@@H]1Oc2c(NS(=O)(=O)c3cccs3)cccc2C(=O)N([C@@H](C)CO)C[C@@H]1C | -9
CC(=O)N1CCN(CC(O)COc2ccc(C)cc2)CC1 (centres undefined) | -6
CC1CCc2c(sc(NC(=O)c3nc4ncccn4n3)c2C(N)=O)C1 (centres undefined) | -4
C[C@H](CO)N1C[C@H](C)[C@H](CN(C)S(=O)(=O)c2ccc(Cl)cc2)Oc2ccc(NC(=O)Cn3cnnn3)cc2CC1=O | 126*
Cc1cccc(C(=O)NN(c2ccccc2)c2ccccc2)c1 | 10
C[C@@H]1CN([C@@H](C)CO)C(=O)CCCn2nncc2CO[C@H]1CN(C)S(=O)(=O)c1ccc2c(c1)OCCCO2 | 24
Cc1noc(C)c1S(=O)(=O)Nc1cccc2c1O[C@@H](CN(C)CC1CCCCC1)[C@@H](C)CN([C@H](C)CO)C2=O | -5
CC(C)NC(=O)Nc1ccc2c(c1)CC(=O)N([C@H](C)CO)C[C@@H](C)[C@H](CN(C)C(=O)NC1CCCCC1)O2 | -2
COc1cc(SC)ccc1C(=O)NC(C)C | -8
C[C@@H]1CN([C@@H](C)CO)C(=O)c2cc(NS(=O)(=O)c3ccc(F)cc3)ccc2O[C@@H]1CN(C)C(=O)Nc1ccc2c(c1)OCO2 | -2
O=C(CCn1cnc2ccccc2c1=O)Nc1ccc2c(c1)OCCO2 | 5
C[C@H]1CN([C@@H](C)CO)C(=O)c2cccc(NS(=O)(=O)c3ccc(F)cc3)c2O[C@@H]1CN(C)Cc1ccncc1 | -2
Cn1nc(C(=O)N2CCOCC2)cc1C(=O)N1CCOCC1 | -8
COc1ccc(S(=O)(=O)Nc2ccc3c(c2)C(=O)N([C@H](C)CO)C[C@@H](C)[C@H](CN(C)Cc2ccc(Cl)c(Cl)c2)O3)cc1 | 11
Cc1ccc(S(=O)(=O)N(C)C[C@@H]2Oc3ccc(NC(=O)Cc4cn(C)c5ccccc45)cc3C(=O)N([C@H](C)CO)C[C@@H]2C)cc1 | -4
Nc1nc(CSc2nnnn2-c2ccccc2)nc(N2CCCc3ccccc32)n1 | 22
CC(C)NC(=O)N(C)C[C@@H]1Oc2c(NS(=O)(=O)c3ccc(F)cc3)cccc2C(=O)N([C@H](C)CO)C[C@@H]1C | -5
O=C(Nc1ccccc1C(=O)O)c1ccc(CN2CCOCC2)cc1 | -4
CCOC(=O)Cc1c(SC)c2ccccc2n1C | 21
C[C@@H]1CCCCO[C@H](CN(C)S(C)(=O)=O)[C@@H](C)CN([C@H](C)CO)C(=O)c2cc(NS(=O)(=O)c3ccc(Cl)cc3)ccc2O1 | -1
Cc1ccc(Cl)cc1NC(=O)CCCN1C(=O)c2ccccc2C1=O | -16
Cc1cccc(S(=O)(=O)N(C)C[C@H]2OCc3cn(nn3)CCCC(=O)N([C@@H](C)CO)C[C@@H]2C)c1 | -9
COc1ccccc1NC(=O)CN(c1ccc(F)cc1)S(C)(=O)=O | -10
Cc1cc(C)c(C2C(C#N)=C(N)Oc3n[nH]c(C)c32)cc1CN1CCOCC1 (centres undefined) | 26
CC(=O)[C@@]1(O)CC[C@H]2[C@@H]3C[C@H](C)C4=CC(=O)C=C[C@]4(C)[C@@]3(F)[C@@H](O)C[C@@]21C | 11
CCOC(=O)N1CCN(C(=O)CCn2nc(-c3ccc(Cl)cc3)ccc2=O)CC1 | 1
COc1ccccc1CN(C)C[C@@H]1OCc2cnnn2CCCC(=O)N([C@@H](C)CO)C[C@@H]1C | 2

The listing continues.
SMILES | ROS inducer
C[C@H]1CN([C@@H](C)CO)C(=O)c2cccc(NC(=O)CCCCCC(=O)Nc3ccccc3N)c2O[C@H]1CN(C)C(=O)Nc1ccc2c(c1)OCO2 | 6
C[C@H](CO)N1C[C@H](C)[C@@H](CN(C)Cc2ccc(Oc3ccccc3)cc2)Oc2ccc(NS(=O)(=O)c3ccc(F)cc3)cc2C1=O | u
C[C@@H]1CN([C@H](C)CO)C(=O)Cc2cc(NC(=O)CCCN(C)C)ccc2O[C@@H]1CN(C)CC1CCCCC1 | 93*
Cc1c(Cl)cccc1N(CC(=O)Nc1ccc(I)cc1)S(C)(=O)=O | -7
C[C@H](CO)N1C[C@H](C)[C@H](CN(C)CC2CCCCC2)OCc2cnnn2CCCC1=O | 8
